Screens as filed in PubChem BioAssay.
E coli WT inh: blocks growth of wild type E. coli BW25113; E. coli BW25113 growth inhibition, OD600; inhibition, % at 10 µM; 20,000 tested, 0.05% active; AID 552; in the data active = inhibition above about 40%;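 also: bacteria exposed to compound for 20 hours at 37 °C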
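assay system = bacterial strain in a whole-cell growth screen | quantity = inoculum from a 1:1000 dilution of a 1.5 h subculture | buffer or medium = LB broth with 50 µg/mL kanamycin | compound dosing = one dose, 10 µM final | schedule = compound exposure of 20 h at 37 °C | technique = absorbance at 615 nm as a measure of bacterial growth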
The depositor's hits bear a star. These rows are one share of the data (hit frequency here may not be typical).

SMILES	E coli WT inh
CCN(CCCNC(=O)c1cn(CC)c2ccc(S(=O)(=O)N(C)C)cc2c1=O)c1cccc(C)c1	18.7
O=C(Nc1ccc(N2CCN(C(=O)c3ccco3)CC2)cc1)c1ccc2c(c1)OCO2	-21.2
CCN1C(=O)/C(=C2\C=Cc3ccccc3N2CC)OC1=S	7.1
CCN(CC)CCNC(=O)c1ccc(N2CCCCC2)c(NS(=O)(=O)c2ccc(C)cc2)c1	-2.5
Cn1c(SCC(=O)N2CCN(c3ccccc3)CC2)nnc1-c1cc2ccccc2o1	-21.7
COc1cc(CC(=O)Nc2ncc(C)s2)cc(OC)c1OC	21.4
Cn1c(=O)n(C)c2cc(C(=O)Nc3ccc4c(c3)OCO4)ccc21	-11.7
O=C(Oc1cccc(N2C(=O)CCC2=O)c1)C1CC(=O)N(c2ccc(F)cc2)C1 (stereo unspecified)	-20.4
Cc1nc2ccc(S(=O)(=O)Nc3ccccc3C)cc2s1	-16.1
COc1ccccc1N1CCN(C(=O)CSc2nc(-c3ccccc3)cc(=O)[nH]2)CC1	-5.2
O=C(NC(Cc1ccccc1)C(=O)O)c1ccc(S(=O)(=O)N2CCCC2)cc1 (stereo unspecified)	6.0
COc1cccc(C2CC(C(F)(F)F)n3ncc(C(=O)O)c3N2)c1 (stereo unspecified)	-7.0
O=C(c1cc(Cl)ccc1Cl)N1CCN(c2ccccn2)CC1	-8.3
NC(=O)C1(N2CCCCC2)CCN(CC(=O)Nc2cc(Cl)ccc2Cl)CC1	-4.3
COc1ccc(S(=O)(=O)N(C)CC(=O)O)c2ccccc12	-23.8
Cc1cn(C2C=CC(CO)O2)c(=O)[nH]c1=O (stereo unspecified)	-6.0
Cc1ccc(C(c2sc3ncnn3c2O)N2CC(C)CC(C)C2)cc1 (stereo unspecified)	-5.0
Cn1nnnc1SCc1cn2cccnc2n1	-3.1
CCOc1cccc(C(=O)N(Cc2ccc(F)cc2)C2CCS(=O)(=O)C2)c1 (stereo unspecified)	-2.5
O=C(Nc1ccc(N2CCCC2)cc1)c1ccc(Br)o1	-0.4
c1cc2c(cc1Nc1nc(-c3ccc4c(c3)OCO4)cs1)OCCO2	-2.9
CCOC(=O)c1[nH]c(C)c(/C=N/O)c1C	-17.5
COc1ccc(CN2CCN(C(=O)CC(C)C)CC2)c2ccccc12	4.2
CC(C)CC(=O)Nc1ccc(-c2cn3ccsc3n2)cc1	-18.1
C=C(C)c1cccc(C(C)(C)NC(=O)Nc2ncccn2)c1	-5.0

5 entries drawn at random from those above, as already listed:
SMILES	E coli WT inh
O=C(Oc1cccc(N2C(=O)CCC2=O)c1)C1CC(=O)N(c2ccc(F)cc2)C1 (stereo unspecified)	-20.4
COc1cccc(C2CC(C(F)(F)F)n3ncc(C(=O)O)c3N2)c1 (stereo unspecified)	-7.0
CCOc1cccc(C(=O)N(Cc2ccc(F)cc2)C2CCS(=O)(=O)C2)c1 (stereo unspecified)	-2.5
C=C(C)c1cccc(C(C)(C)NC(=O)Nc2ncccn2)c1	-5.0
O=C(NC(Cc1ccccc1)C(=O)O)c1ccc(S(=O)(=O)N2CCCC2)cc1 (stereo unspecified)	6.0

Back to the main list, repeating the 4 entries before the break.
SMILES	E coli WT inh
CCOC(=O)c1[nH]c(C)c(/C=N/O)c1C	-17.5
COc1ccc(CN2CCN(C(=O)CC(C)C)CC2)c2ccccc12	4.2
CC(C)CC(=O)Nc1ccc(-c2cn3ccsc3n2)cc1	-18.1
C=C(C)c1cccc(C(C)(C)NC(=O)Nc2ncccn2)c1	-5.0
c1ccc(C2=Nn3c(nnc3-c3n[nH]c4c3CCC4)SC2)cc1	-8.2
c1ccc2nc(-c3nc4ccccc4[nH]3)ccc2c1	-2.9
O=C(O)c1cc(/C=N\O)ccc1OCc1ccccc1	-7.8
Clc1ccc(Cn2ncc3c(N4CCCCC4)ncnc32)cc1	-19.2
CCOC(=O)NC(=O)CSc1nnnn1-c1ccc(Cl)cc1	1.4
O=S1(=O)N=C(Nc2ccc(N3CCOCC3)cc2)c2ccccc21	-3.5
Cc1n[nH]c(=O)nc1NCC1CCCO1 (stereo unspecified)	-10.1
O=C(CSc1nnc(Cn2c(=O)sc3ccccc32)n1-c1ccccc1)NCC1CCCO1 (stereo unspecified)	4.7
Cc1ccc(SCCC(=O)NCC2CCCO2)cc1 (stereo unspecified)	-15.5
COc1ccccc1NC(=O)Cc1cccs1	-15.6
Nc1nc(-c2cccnc2)nn1C(=O)COc1ccccc1	-6.9
O=C(O)CCC(=O)Nc1ccccc1C(=O)NC1CCCCC1	-4.3
CSCCNC(=O)c1ccc(C(C)(C)C)cc1	-18.1
O=C(CS(=O)(=O)Cc1ccccc1)Nc1ncccn1	-15.5
CCCC(OC(=O)CN1C(=O)COc2ccccc21)C(=O)NC1CCCC1 (stereo unspecified)	-1.1
COc1cc(S(=O)(=O)N(C)C)ccc1F	4.9
CCOC(=O)/N=C(/NC(=O)Nc1ccc(C(=O)OCC)cc1)OC	0.0
CCN(CC)C(=O)CSc1nc2ccccc2c(=O)n1-c1ccccc1OC	-11.7
COc1cccc(N(CC(=O)O)S(=O)(=O)c2ccccc2)c1	-22.7
COCCNS(=O)(=O)c1ccc(OCC(=O)OC)c(Cl)c1	-5.2
COCC(=O)N(C)c1nnc(-c2ccccn2)s1	-0.7
CCOC(=O)c1ccc(NC(=O)COC)cc1	-12.7
C=CCN(CC=C)C(=O)C1CCC(C(=O)N(CC=C)CC=C)CC1 (stereo unspecified)	0.3
CCCCSc1nnc([C@@H](NC(=O)OC(C)(C)C)C(C)C)o1	-12.5
Cc1ccc(NC(=O)CSc2n[nH]c(-c3ccncc3)n2)cc1	-18.1

Next section.
SMILES	E coli WT inh
O=C1C2CC=C(Cl)CC2C(=O)N1c1ncn[nH]1 (stereo unspecified)	8.1
CC(=O)N1c2c(cc(Br)cc2S(=O)(=O)N2CCN(c3ccccn3)CC2)CC1C (stereo unspecified)	1.6
CCOC(=O)c1ccc(N2C(=O)CC(NC3CCN(C(=O)c4ccc(F)cc4)CC3)C2=O)cc1 (stereo unspecified)	-3.1
CC(=O)c1sc(NC(=O)C2COc3ccccc3O2)nc1C (stereo unspecified)	1.4
CCOC(=O)Nc1ccc2c(c1)N(C(=O)OCCN(C)C)c1ccccc1CC2	5.6
COc1ccccc1CNC(=O)C1CCCN(S(=O)(=O)c2cccc3cccnc23)C1 (stereo unspecified)	8.3
COc1ccc(OC)c(S(=O)(=O)N2CCC(C(=O)Nc3cccc(C(F)(F)F)c3)CC2)c1	-8.8
O=C(c1cccc(S(=O)(=O)N2CCCC2)c1)N1CCN(c2ccccc2)CC1	-19.0
CCSc1nnc(-c2ccccc2N)c(=O)[nH]1	-28.2
COc1ccc(-c2nnnn2C)cc1S(=O)(=O)NCc1ccccc1	2.6
CS(=O)(=O)c1ccc2nc(NC(=O)CCC(=O)c3cccs3)sc2c1	-1.2
Cc1c(Cc2ccccc2)c(=O)oc2c(CN(C)C)c(O)c(Cl)cc12	-9.0
COc1ccc(CNc2oc(-c3ccccc3)nc2C#N)cc1	2.0
CCOC(=O)N1CCN(S(=O)(=O)c2ccc(OCC(=O)OC)cc2)CC1	-18.1
Cc1ccc(N2CCCn3c2nc2c3c(=O)n(CC(=O)OCc3ccccc3)c(=O)n2C)cc1C	-20.0
COc1ccc(OC)c(-c2[nH]nc3c2C(c2ccco2)C(C#N)=C(N)O3)c1 (stereo unspecified)	4.2
C#CCOC(=O)C1C2C=CC(C2)C1C(=O)O (stereo unspecified)	-5.2
CC1CN(c2nc3ccccc3nc2C(C#N)C(=O)NCc2ccc3c(c2)OCO3)CC(C)O1 (stereo unspecified)	3.5
O=C(NC12CC3CC(CC(C3)C1)C2)N1CCN(c2ccccn2)CC1	-1.0
Cc1cc(Cl)cc(Br)c1OCCCCn1cncn1	-1.5
O=C(Nc1nc(SCc2ccc(F)cc2)ns1)c1ccco1	-11.5
CCn1c(CCC(=O)Nc2nc3c(s2)CCCC3)nc2cc(S(=O)(=O)N(C)C)ccc21	2.5
COC(=O)CSC1=C(C#N)C(c2sccc2C)CC(=O)N1 (stereo unspecified)	-18.5
Cc1cccc(Cn2c(SCC(=O)Nc3ccccc3)nc3c2c(=O)[nH]c(=O)n3C)c1	-0.8
O=C(OCCN1C(=O)c2ccccc2C1=O)c1ccc(S(=O)(=O)N2CCCCCC2)cc1	7.8

Some of the entries so far, as labelled records:
smiles: C#CCOC(=O)C1C2C=CC(C2)C1C(=O)O (stereo unspecified)
  E coli WT inh: -5.2

smiles: CC1CN(c2nc3ccccc3nc2C(C#N)C(=O)NCc2ccc3c(c2)OCO3)CC(C)O1 (stereo unspecified)
  E coli WT inh: 3.5

smiles: O=C(NC12CC3CC(CC(C3)C1)C2)N1CCN(c2ccccn2)CC1
  E coli WT inh: -1.0

smiles: Cc1cc(Cl)cc(Br)c1OCCCCn1cncn1
  E coli WT inh: -1.5

Some values from above.
E coli WT inh with COc1ccc(CNc2oc(-c3ccccc3)nc2C#N)cc1 reads 2.0
E coli WT inh with C#CCOC(=O)C1C2C=CC(C2)C1C(=O)O (stereo unspecified) reads -5.2

(more compounds)
SMILES	E coli WT inh
CCN(CC)C1CCCCC1NS(=O)(=O)c1ccc(Cl)cc1 (stereo unspecified)	12.6
O=C(c1ccc(Br)o1)N(c1ccc(Br)cc1)C1C=CS(=O)(=O)C1 (stereo unspecified)	11.7
O=C(Nc1nc(-c2cccs2)cs1)c1cccc(S(=O)(=O)N2CCCCC2)c1	3.7
O=C(Nc1ccc2c(c1)OCO2)NC1CCN(Cc2ccccc2)CC1	-13.6
COc1nc(Oc2ccc(=O)n(C)n2)nc(N(C)C)n1	3.5
CCCCOC(=O)c1ccc(N2C(=O)CC(N3CCN(C/C=C/c4ccccc4)CC3)C2=O)cc1 (stereo unspecified)	-15.0
COc1cc(OC)c(S(=O)(=O)NCc2ccco2)cc1S(=O)(=O)NCc1ccco1	-2.9
N#Cc1c(NC(=O)CN2CCCCC2)sc2c1CCC2	2.3
O=C(CSc1nnc(COc2ccccc2)n1Cc1ccco1)Nc1ccc2c(c1)OCCO2	-15.0
O=S(=O)(c1cccs1)N1CCc2ccccc2C1	-21.7
COc1ccccc1NC(=O)CSC1CC(=O)N(c2ccc3c(c2)OCO3)C1=O (stereo unspecified)	-2.0
O=C(NCCCCNC(=O)c1cccnc1)c1cccnc1	13.7
CCCNS(=O)(=O)c1ccc(OCC(=O)NCc2ccco2)cc1	-0.9
O=C(CSc1nc(-c2ccccc2)cc(=O)[nH]1)NCc1ccc2c(c1)OCO2	3.2
O=C(CN1CCCCC1)Nc1cccc(Cl)c1Cl	-18.2
CS(=O)(=O)N(CC(=O)N1CCOCC1)c1ccc2c3c(cccc13)CC2	-16.3
CSc1nnc2c(n1)OC(C)=Nc1ccccc1-2	6.1
O=C1NC(c2ccccc2)(C(F)(F)F)C(=O)N1Cc1cccnc1 (stereo unspecified)	-15.4
Cc1nnc(SCCn2c(Br)nc3c2c(=O)n(C)c(=O)n3C)s1	-5.8
CCCC(=O)NCc1nc2ccccc2n1C	-21.5
Cn1c(=O)c2c(nc(NCc3cccnc3)n2Cc2cccc(C(F)(F)F)c2)n(C)c1=O	-14.8
O=C(c1cc2ncc(Br)cn2n1)N1CCN(C(=O)c2ccco2)CC1	-12.7
O=C(Nc1c(F)cc(F)cc1Br)C1CCCO1 (stereo unspecified)	-12.5
CCC(=O)N1c2ccccc2NC2=C(C(=O)CCC2)C1c1cccnc1 (stereo unspecified)	-26.6
CC1=C(C(=O)OCC2CCCO2)C(c2ccc(C)o2)C2=C(CC(c3ccc(F)cc3)CC2=O)N1 (stereo unspecified)	1.5

New compounds follow
SMILES	E coli WT inh
COc1ccc(-c2[nH]nc3c2C(c2ccncc2)C(C#N)=C(N)O3)cc1 (stereo unspecified)	-3.5
Nc1nnc(-c2cn(-c3ccccc3)nc2-c2ccccc2)o1	10.2
CSc1nc(NC(C)(C)C)nc(N2CCOCC2)n1	-16.0
CCOc1cc(S(=O)(=O)NCc2cccs2)ccc1Cl	-21.4
CCOC(=O)COc1ccc(S(=O)(=O)N2CCN(C(=O)OCC)CC2)cc1	-3.7
COc1ccc(-c2nn(C)c(=O)c3ccccc23)cc1NC(=O)Cn1nc(C)c2ccccc2c1=O	-9.5
CN(C1CCCCC1)S(=O)(=O)c1ccc(NC(=O)c2ccc(Br)o2)cc1	-10.0
COc1ccc(CCNC(=O)c2cc3c(=O)n4cccc(C)c4nc3n(Cc3ccncc3)c2=N)cc1	-17.4
CCOC(=O)N1CCN(c2nc(-c3ccc(Cl)cc3)cs2)CC1	-4.3
CCOC(=O)COc1ccc2nsnc2c1Cl	-15.5
NC(=O)c1oc2ccccc2c1NC(=O)CN1CCCCC1	-16.0
COC(=O)Nc1nn(Cc2ccccc2F)cc1Br	-7.2
Cc1ccc2nc(SCC(=O)O)nc(C)c2c1	-2.6
CCOC(=O)c1cc(-c2ccc3c(c2)OCO3)nc2onc(C)c12	6.3
COc1ccccc1-c1c(C)nn2c(N3CCC4(CC3)OCCO4)cc(C)nc12	-2.0
CC(=O)c1cccc(NC(=O)c2cc(-c3ccc(C)cc3)on2)c1	0.5
O=C(NC(NC1CCS(=O)(=O)C1)C(=O)c1cccs1)c1ccccc1 (stereo unspecified)	0.1
O=S(=O)(c1ccc(Cl)cc1)N1CCN(c2ccc(N3CCOCC3)nn2)CC1	5.3
CCCN1CCN(CCCNC(=O)Cn2nc(-c3ccc(Cl)cc3)ccc2=O)CC1	-1.6
O=C(CSc1nnc(Cc2cccs2)n1-c1ccccc1)NC1CCCCC1	-0.5
c1csc(-c2noc(COc3ccc4c(c3)CCCC4)n2)c1	-23.6
CCOCCCNC(=O)CCNS(=O)(=O)c1ccc(C)cc1	1.5
CC(=O)Nc1ccc(S(=O)(=O)N(CC(=O)O)Cc2ccccc2)cc1	-2.5
CCOC(=O)CC12CN3CN(C1)CC(CC(=O)OCC)(C3)C2=O	-0.3
CSc1nnc(-c2sc3cc(Cl)ccc3c2Cl)n1C	-24.1
Cc1cnc(NC(=O)CSc2nnc(-c3ccccc3)n2Cc2ccccc2)s1	-2.0
Cc1cc(C(=O)CSc2n[nH]c(N)n2)c(C)n1-c1cc(F)ccc1F	-19.4
Cc1cc(C)c(C#N)c(SCC(O)CS(=O)(=O)Cc2ccccc2)n1 (stereo unspecified)	-21.7
CNC(=O)CSc1nnc(-c2cc(C)cc(C)c2)o1	-2.7
CCOc1ccc(OCc2ccc(C(=O)NCC3CCCO3)o2)cc1 (stereo unspecified)	2.4
